NPSR antagonist – blocks cAMP signaling of the human neuropeptide S receptor; Q6W5P4; CHO-NPSR cells, cAMP TR-FRET, antagonist mode; Potency, µM (titrated, usually from 38.3 µM), for the others: at the highest dose activity change, negative = inhibition, most hits filed as inhibitors; hit rate 1% among 220,000; AID 1461; note: % is set by controls: 0 for no effect and ±100 for the full control effect; nearly all actives have a fitted effect of over 50% in size; many of its hits are not listed in these tables
ALDH1A1 inh – blocks purified human ALDH1A1 activity. hit rate 7.3% among 220,000. AID 1030. Purified ALDH1A1, NADH fluorescence, propionaldehyde substrate. P00352. Potency, µM (series often up to 75.3 µM), inactives show at the highest dose activity, negative = inhibition, hits mostly inhibitors; active = well fitted inhibition curve with a large enough effect, not every such curve was filed as active; inconclusive = small, poorly fitted or top-dose-only effect, or another doubt; inactive = no such curve, though single readings can be large or run the other way;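 note: plate controls were no enzyme wells and a reference inhibitor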
Target sequence (P00352 whole entry, looked up): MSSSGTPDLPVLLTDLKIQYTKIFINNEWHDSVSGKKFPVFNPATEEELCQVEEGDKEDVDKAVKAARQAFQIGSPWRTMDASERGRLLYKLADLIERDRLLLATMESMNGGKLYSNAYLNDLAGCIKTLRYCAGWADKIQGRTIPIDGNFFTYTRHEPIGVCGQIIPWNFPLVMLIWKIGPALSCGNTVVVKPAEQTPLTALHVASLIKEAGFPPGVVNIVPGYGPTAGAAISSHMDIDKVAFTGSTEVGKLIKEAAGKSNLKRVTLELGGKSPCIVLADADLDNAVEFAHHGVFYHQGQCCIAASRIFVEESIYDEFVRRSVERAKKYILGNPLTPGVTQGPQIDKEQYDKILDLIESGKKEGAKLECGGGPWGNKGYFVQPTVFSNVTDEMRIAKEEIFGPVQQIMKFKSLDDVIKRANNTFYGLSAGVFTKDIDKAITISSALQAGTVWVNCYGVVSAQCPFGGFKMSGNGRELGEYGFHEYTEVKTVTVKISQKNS
GAA inh – blocks human lysosomal alpha-glucosidase. P10253. purified human GAA, 4-MU-alpha-glucoside fluorescence. AID 1466. hit rate 0.005% among 200,000. Potency, µM (highest dose often 76.9 µM), without a hit: top-dose activity change, negative = inhibition, most hits filed as inhibitors;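 note: plate controls were uninhibited enzyme wells for no effect and no-enzyme background for full effect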
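Compounds are titrated up to 77 uM against 4 nM human enzyme. Substrate 4-methylumbelliferyl-alpha-D-pyranoside (400 uM) reacts 20 min at room temperature in pH 5.0 buffer; liberated 4-methylumbelliferone is read at 440 nm.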
GAA glycogen – inhibitors or activators of human alpha-glucosidase glycogen cleavage; recombinant GAA, glycogen substrate, Amplex Red glucose oxidase fluorescence; Potency, µM (doses to about 76.4 µM), for the others: at the highest dose activity change, negative = inhibition, usual class: inhibitors; hit rate 0.38% among 300,000; AID 2100;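 note: 0% = full enzyme reaction and -100% = no-enzyme basal signal; the screen sought inhibitors and activators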
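qHTS, 1536-well; enzyme 4 nM final; cpd up to 77 uM; substrate bovine liver glycogen 30 ug; 50 mM citrate/phosphate pH 5.0, 0.01% Tween-20; 37 C, 40 min; Amplex Red detection 45 min RT; Hill fit → AC50.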
Epigenetic reg – regulators of epigenetic silencing causing reporter derepression in mouse cells. murine LDR cells, GFP reporter derepression, 30 h. Potency, µM (highest dose often 53.9 µM), for the others: at the top dose GFP activation, hits mostly activators. hit rate 0.2% among 280,000. AID 1865; note: % of control where 0% means no effect; nearly all actives have a fitted effect of over 60% in size
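In this reporter-derepression format, murine cells bearing a silenced integrated CMV-GFP locus incubate with test compound (30 h, 37 C), then are washed and imaged; fluorescent objects of 20–120 um count as induced cells.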
aGal spleen mod – inhibits or activates alpha-galactosidase in human spleen homogenate; P06280; human spleen homogenate, 4MU-alpha-Gal fluorescence, 40 min; Potency, µM (titrated, usually from 80 µM), without a hit: top-dose activity change, negative = inhibition, actives largely listed as inhibitors; hit rate 0.008% among 240,000; AID 2107;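 note: 0% = enzyme with vehicle and -100% = no enzyme basal signal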
Target sequence (P06280 32-429 limits assumed): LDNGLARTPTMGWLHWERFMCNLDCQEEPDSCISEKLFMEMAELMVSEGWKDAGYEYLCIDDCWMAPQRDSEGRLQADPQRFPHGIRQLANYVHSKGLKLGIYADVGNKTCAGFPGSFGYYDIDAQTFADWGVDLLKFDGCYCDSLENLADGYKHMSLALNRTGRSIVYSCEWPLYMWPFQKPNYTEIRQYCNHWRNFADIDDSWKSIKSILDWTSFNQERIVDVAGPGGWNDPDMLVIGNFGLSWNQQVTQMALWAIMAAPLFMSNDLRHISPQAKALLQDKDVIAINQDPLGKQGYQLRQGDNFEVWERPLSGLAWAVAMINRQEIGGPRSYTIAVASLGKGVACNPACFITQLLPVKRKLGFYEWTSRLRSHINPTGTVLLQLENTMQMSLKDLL
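Human spleen homogenate (1 ug) as enzyme source, 4-methylumbelliferyl-alpha-D-galactopyranoside 1 mM final, citrate/phosphate pH 5.0 with 0.01% Tween-20. Compounds 40 min at 37C, NaOH/glycine stop; fluorescence Ex 365/Em 440, Hill-fit AC50.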
aGlu spleen mod – lysosomal alpha-glucosidase (human) modulation; hit rate 0.006% among 240,000; human spleen homogenate, 4-MU-alpha-glucoside fluorescence; Potency, µM (top dose mostly 79.9 µM), inactives show top-dose activity change, negative = inhibition, hits mostly inhibitors; AID 2112;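 note: 0% = enzyme with vehicle and -100% = no enzyme basal signal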
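Compounds were titrated against alpha-glucosidase in spleen homogenate at pH 5.0, with 1 mM 4-methylumbelliferyl substrate for 40 min at 37 C. Reactions were quenched with pH 10 NaOH/glycine and fluorescence measured.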
Tau fluor counter – counter-screen for tau fibril formation inhibitors. tau K18 P301L (four-repeat tau fragment) Alexa594 fluorescence, heparin fibrillization. Potency, µM (titrated, usually from 57.7 µM), for the others: top-dose activity change, negative = decrease. hit rate 0.93% among 280,000. AID 1463; note: % is set by controls: 0 for no effect and ±100 for the full control effect; nearly all actives have a fitted effect of over 55% in size
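Human K18 P301L tau (15 uM unlabeled plus 0.24 uM Alexa 594-labeled, final) in 100 mM sodium acetate pH 7 was mixed with compound and 20 uM heparin and incubated 6 hr at 37 C.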
Active calls of the source: *; ? = inconclusive; nt = no result given; [ ] = another dose, or the depositor's remark. Unless noted, calls come from the whole dose curve; as a rule, active = well fitted curve in the direction sought with a large enough effect; inconclusive = small, poorly fitted or top-dose-only effect, or another doubt; inactive = no such curve, though single readings can be large; an effect the other way counts as inactive or inconclusive. Potency is the fitted concentration of half-maximal effect.

SMILES	NPSR antagonist	ALDH1A1 inh	GAA inh	GAA glycogen	Epigenetic reg	aGal spleen mod	aGlu spleen mod	Tau fluor counter
COC(=O)[C@@]1(Cc2ccc(F)cc2)[C@H]2c3cc(C(=O)N(C)C)n(Cc4ccc(C)c(F)c4F)c3C[C@H]2CN1C(=O)c1ccccc1	nt	2%	nt	nt	1.3%	4%	9%	-15%
O=C(Cc1cccs1)Nc1nnc(SCc2ccc(Br)cc2)s1	0%	1%	2%	4%	1.0%	1%	-3%	-14%
COC(=O)/C=C1\S/C(=N/NC(=O)c2ccc(OC)cc2)NC1=O	-41%	?	-6%	-6%	0.9%	-2%	-5%	-4%
CCCCC(=O)NC(=S)Nc1cccc(NC(=O)c2ccccc2)c1	-30%	?	2%	-2%	1.5%	-6%	-5%	-26%
Cc1ccc(CNc2ncnc3cc(Cl)ccc23)o1	7%[46.1 µM]	-6%	0%	3%	4.0%	-14%	-9%	-21%
COc1ccc(C2C(C#N)=C(C)NC(C)=C2C#N)c(OC)c1	-12%	?	1%	-20%	0.0%	-3%	1%	-19%
COc1cc(C2N(c3ccccn3)C(=O)C3CCCN32)cc(OC)c1OC (configuration not stated)	-8%[46.1 µM]	22µM*	-15%	-14%	-1.0%	1%	0%	-13%
S=c1[nH]c2ccccc2c2ccccc12	-18%	nt	nt	-4%	-0.9%	20%	-4%	-1%
COC(=O)Cc1csc(Nc2ccccc2Cl)n1	17%	6%	-1%	3%	-1.0%	-10%	-5%	-6%
Cc1n[nH]c(=S)n1/N=C/c1ccc(Br)o1	-11%[46.1 µM]	5%	5%	-7%	-0.3%	5%	1%	-6%
COc1ccccc1Oc1ncnc2c1oc1ccccc12	-4%	3%	0%	-8%	-3.6%	2%	-4%	-12%
O=C(CC(C(=O)O)C1CCCO1)Nc1cccc(C(F)(F)F)c1 (configuration not stated)	-12%[7.67 µM]	0%	8%	-5%	5.9%	8%	10%	-6%
O=C(Cc1ccc(Cl)cc1Cl)OCC(=O)N1CCN(C(=O)c2ccco2)CC1	1%	14µM*	6%	3%	3.4%	-7%	-4%	-6%
Nc1ccc2oc(-c3cccs3)nc2c1	3%[46.1 µM]	1%	0%	4%	5.3%	1%	1%	-9%
CCCNC(=O)C(=O)c1cccn1-c1ccsc1C(=O)OC	-14%[46.1 µM]	-3%	-5%	3%	6.4%	3%	-4%	-5%
Oc1ccc(C[C@@H]2CNC(=S)N2CCCCC2CCCCC2)cc1	34%	?	nt	-10%	-0.7%	-3%	-1%	?
O=C(Cn1cc2c(n1)CCCC2)NC1CCCCCC1	-10%[46.1 µM]	-9%	-7%	1%	-0.8%	2%	2%	-1%
Cc1nn(C(=O)c2ccoc2C)c(N)c1-c1ccccc1	-10%[46.1 µM]	2%	-2%	-2%	-1.0%	4%	-7%	-17%
CC(=O)C1=C(C)N(Cc2ccccc2)C(=O)N[C@H]1c1ccco1	3%	-12%[13.5 µM]	nt	1%	-7.0%	8%[17.5 µM]	-5%[17.4 µM]	-25%[11.6 µM]
Cc1ccc(NNC2CC(=O)N(c3cccc(Cl)c3)C2=O)cc1 (configuration not stated)	-15%	25µM*	-6%	-21%	0.4%	-1%	nt	?
O=C(Nc1cc(C(F)(F)F)ccc1N1CCOCC1)c1ccco1	9%[46.1 µM]	8%	-3%	5%	-6.3%	2%	6%	1%
CCOc1cc(C(=O)OCc2ccc(C(=O)OC)o2)cc(Br)c1OC	-24%[46.1 µM]	8%	5%	3%	1.9%	3%	-1%	-27%
COc1cc(/C=N\NC(=O)c2nonc2N)c(OC)cc1Br	-8%	?	-6%	6%	?	-1%	3%	1%
O=C(Nc1ccc([N+](=O)[O-])cc1)C1(c2ccccc2)CCOCC1	-6%	5%	3%	-8%	1.1%	-4%	-1%	-4%
Cc1nn(Cc2nc(-c3cccs3)no2)c(C)c1Br	-13%[46.1 µM]	-13%	-13%[15.4 µM]	8%	0.7%	-1%	-3%	-22%
CCOC(=O)C1C(=O)CC(C)(O)C(C(=O)OCC)C1c1cccc(OC(F)(F)C(F)F)c1 (configuration not stated)	-18%[46.1 µM]	?	-4%	-8%	-2.4%	5%	-3%	-5%
CC(=O)Nc1cc(NC(C)=O)c(N=Nc2ccccc2)cc1C	-60%	nt	nt	8%	0.0%	1%	-4%	?
CCN(C(=O)COC(=O)c1cc2ccccc2cc1O)C1CCS(=O)(=O)C1 (configuration not stated)	-20%[46.1 µM]	-3%	-7%	-8%	0.9%	2%	-2%	-7%
COc1cc(CNCCO)cc(Br)c1OCc1ccccc1Cl	17%[46.1 µM]	1%	0%	-1%	0.0%	3%	4%	-15%
Cc1ccccc1Cn1c(=O)n(CCCC(=O)NCc2ccco2)c(=O)c2ccccc21	-14%[46.1 µM]	-2%	?	3%	2.0%	1%	-4%	-8%
CC(=O)N1CCN(C2=NC(=O)C(=C3CCCCC3)S2)CC1	-10%[46.1 µM]	13µM*	1%	2%	-0.8%	-6%	-7%	-2%
O=c1[nH]c(SCc2ccccc2)nc2ccsc12	-10%	-12%	-3%	1%	1.5%	5%	2%	-3%
CCCc1nc2ccccc2c(=O)n1/N=C/c1ccccc1O	8%[46.1 µM]	?	?	-11%	-0.7%	-13%	0%	-29%
O=C(CN1C(=O)CCC1=O)Nc1nc(-c2ccc(Cl)s2)cs1	6%	-9%	-14%	1%	-2.1%	-2%	-14%	-19%
CNc1c([N+](=O)[O-])cnn1-c1ccc(Cl)cc1Cl	28%[46.1 µM]	-9%	-8%	-12%	-2.0%	-12%	-4%	-2%
COc1ccccc1CC(=O)N1CCN(c2ccc([N+](=O)[O-])cc2)CC1	15%	?	3%	18%	6.7%	0%	3%	-10%
COc1ccc2ccc3c(c2c1)N=CC1(O3)N(C)c2ccccc2C1(C)C (configuration not stated)	-39%	13µM*	-1%	-2%	0.0%	1%	3%	?
CCN(CC)S(=O)(=O)c1ccc(N2CCCC2)c(NS(=O)(=O)c2cccs2)c1	-25%	0.28µM*	-6%	?	1.7%	8%	-2%	-19%
COCCNC(=O)c1ccc(CS(=O)(=O)c2ccc(Cl)cc2)o1	-1%[46.1 µM]	-2%	-13%	2%	0.0%	-2%	-2%	0%
Cc1ccc(/C=N/Nc2ccc(Cl)nn2)cc1	5%	nt	nt	3%	0.0%	6%	6%	-5%

Molecules above that have an aryl thioether with sulfur outside any ring, in the order listed:
SMILES	NPSR antagonist	ALDH1A1 inh	GAA inh	GAA glycogen	Epigenetic reg	aGal spleen mod	aGlu spleen mod	Tau fluor counter
O=C(Cc1cccs1)Nc1nnc(SCc2ccc(Br)cc2)s1	0%	1%	2%	4%	1.0%	1%	-3%	-14%
O=c1[nH]c(SCc2ccccc2)nc2ccsc12	-10%	-12%	-3%	1%	1.5%	5%	2%	-3%

Further records
SMILES	NPSR antagonist	ALDH1A1 inh	GAA inh	GAA glycogen	Epigenetic reg	aGal spleen mod	aGlu spleen mod	Tau fluor counter
CCOC(=O)c1[nH]c(C(=O)O)c(OC(=O)CC)c1C	-8%	8%	3%	11%	4.8%	0%	-2%	-8%
Cc1ccc(S(=O)(=O)NCCCN2CCOCC2)c(C)c1	-11%[46.1 µM]	2%	-4%	-3%	-6.9%	2%	-2%	4%
Cc1ccccc1COc1ccc(/C(O)=C2/C(=O)C(=O)N(CCCn3ccnc3)C2c2ccco2)cc1 (configuration not stated)	5%[46.1 µM]	11µM*	-9%	-4%	3.2%	-3%	-2%	-2%
COc1ccc(C2=Nc3ccc(C)cc3C(c3ccccc3)N2CC(=O)NN)cc1 (configuration not stated)	2%	-9%	12%	-15%	1.0%	-4%	-13%	17%
Cc1cc2ccccn2c1C(=O)c1nc(NCc2ccco2)ncc1Cl	-45%	10%	9%	2%	1.1%	-3%	-11%	-18%
CCCCCCC(=O)Nc1cc2c(C)cc(=O)oc2cc1C	-6%[46.1 µM]	5µM*	-14%	-4%	-0.9%	9%	2%	-9%
Cn1cccc1/C=N/NC(=O)c1cccnc1	-2%	-12%	14%	5%	-1.0%	7%	-3%	-14%
CCC(Sc1nc(=O)cc(N)n1CCc1ccccc1)C(=O)Nc1cc(C)on1 (configuration not stated)	-5%[46.1 µM]	4%	-9%	1%	0.0%	-1%	0%	-13%
CCOC(=O)N1CCC2(CC1)CC(=O)c1cc(O)ccc1O2	-11%[46.1 µM]	0%	-2%	2%	-1.0%	-1%	0%	-5%
CCCc1cc(=O)n2[nH]c(-c3ccc(C)cc3)cc2n1	3%[46.1 µM]	?	-5%	-1%	0.0%	6%	-10%	2%
CCOc1ccc(C2SCC(=O)N2c2c(C)n(C)n(-c3ccccc3)c2=O)cc1 (configuration not stated)	-8%[46.1 µM]	1%	2%	8%	-8.8%	-9%	3%	1%
CCCCN1CC(O)=C(c2nc3ccccc3[nH]2)C1=N	-25%[46.1 µM]	-18%	-9%	7%	-1.0%	-26%	-1%	-12%
COc1ccc(C2C(C(=O)Nc3ccccn3)=C(C)Nc3ncnn32)c(OC)c1 (configuration not stated)	-7%[46.1 µM]	4%	1%	-5%	-0.8%	-3%	-4%	8%
N#Cc1ccc(CN2CCN(C(=O)c3ccccc3)CC2)c(Cl)c1	-13%[46.1 µM]	?	12%	8%	1.9%	-14%	-14%	-1%
NC(=O)c1c(NC(=O)CSc2nc3c(c(C(F)(F)F)n2)CCc2ccccc2-3)sc2c1CCCC2	-4%[46.1 µM]	6%	2%	2%	0.0%	3%	3%	-1%
CN(C)CCCNC(=O)c1cc2sc3ccccc3c2s1	33%	?	1%	-1%	1.0%	-7%	-16%	-19%
COc1ccc(N2CC(O)(c3ccc(F)cc3)[N+]3=C2CCCC3)cc1 (configuration not stated)	10%	15%	-4%	14%	-2.5%	1%	1%	4%
CCOc1ccc(N/C(C)=C/C(=O)c2ccc3c(c2)OCCO3)cc1	33%	?	-7%[15.4 µM]	?	-8.0%	8%	0%	?
O=C(Nc1ccccc1F)NC1CCCc2ccccc21 (configuration not stated)	?	-1%	-3%	8%	2.2%	10%	3%	-23%
C/C(=N\NC(=O)c1cnccn1)c1ccc([N+](=O)[O-])cc1	-10%	-3%	-5%	-3%	-1.6%	0%	9%	-11%
Cc1csc(/C(C#N)=N/O)n1	-10%[46.1 µM]	-16%	1%	14%	-5.5%	5%	7%	-10%

Screening data (PubChem BioAssay)

These rows are one share of the data (hit frequency here may not be typical).
